Screens: PubChem BioAssay, Broad Institute
PRC2 inh: blocks human EZH2/PRC2 H3K27 methylation; DELFIA TRF, 1 h; inhibition, % at 12.5 µM; 57,000 compounds, 0.35% hits;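 active means mean inhibition of replicates at least 50% and every single replicate also reaching 50%; inconclusive means mean inhibition at least 50% but some replicate falls below 50%; inactive means mean inhibition under 50%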;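 further: dimethyl H3K27 on biotinylated H3 21-44 peptide detected by antibody; plate controls were median neutral control wells for no effect and median positive control wells for full effect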
Target sequence (Q15910 whole entry, looked up): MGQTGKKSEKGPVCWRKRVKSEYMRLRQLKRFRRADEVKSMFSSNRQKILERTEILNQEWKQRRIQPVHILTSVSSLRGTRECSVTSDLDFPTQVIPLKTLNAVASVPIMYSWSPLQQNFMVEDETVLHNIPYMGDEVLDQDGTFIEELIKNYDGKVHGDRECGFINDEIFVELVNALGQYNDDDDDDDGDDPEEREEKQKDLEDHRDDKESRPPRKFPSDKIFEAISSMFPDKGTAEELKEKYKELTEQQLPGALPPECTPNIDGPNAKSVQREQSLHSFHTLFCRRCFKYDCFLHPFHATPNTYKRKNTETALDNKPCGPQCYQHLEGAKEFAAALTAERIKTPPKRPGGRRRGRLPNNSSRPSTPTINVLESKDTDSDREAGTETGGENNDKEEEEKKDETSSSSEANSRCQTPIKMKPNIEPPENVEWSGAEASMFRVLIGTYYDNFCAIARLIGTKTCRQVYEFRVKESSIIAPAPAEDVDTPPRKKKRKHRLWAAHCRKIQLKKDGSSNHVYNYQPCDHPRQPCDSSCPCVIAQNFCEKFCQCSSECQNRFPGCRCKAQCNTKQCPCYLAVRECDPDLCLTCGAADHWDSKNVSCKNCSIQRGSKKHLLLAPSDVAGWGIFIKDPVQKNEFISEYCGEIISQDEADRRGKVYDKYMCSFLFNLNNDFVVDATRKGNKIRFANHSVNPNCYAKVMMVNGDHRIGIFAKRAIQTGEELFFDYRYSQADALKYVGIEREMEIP
IDH1 R132H inh: blocks human IDH1 R132H reductase activity; O75874; diaphorase/resazurin fluorescence, 60 min; inhibition, % at 10 µM; 70,000 compounds, 0.18% hits; in the data active means inhibition above about 34%; inconclusive means no clear call, values can overlap the other calls; inactive means below about 11%;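 further: 0% = DMSO and 100% = no enzyme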
The depositor's hits bear a star; ? = inconclusive; / = not tested or not shown. An excerpt; rates above refer to the full screens.

SMILES	PRC2 inh	IDH1 R132H inh
C[C@H](CO)N1C[C@H](C)[C@H](CN(C)C(=O)Nc2ccc3c(c2)OCO3)Oc2c(NS(=O)(=O)c3ccc(F)cc3)cccc2C1=O	/	2.8
CN(CC(=O)Nc1ccccc1C#N)S(=O)(=O)c1ccc(Br)cc1	-4	-0.3
C[C@H]1CN([C@@H](C)CO)C(=O)Cc2cc(NS(=O)(=O)c3cn(C)cn3)ccc2O[C@H]1CN(C)C(=O)Nc1ccccc1	/	-1.7
CCC(=O)N(C)C[C@H]1Oc2cc(-c3ccc(C)cc3)ccc2S(=O)(=O)N([C@@H](C)CO)C[C@H]1C	/	-3.3
C[C@@H]1CN([C@@H](C)CO)C(=O)c2cc(C3=CCCCC3)cnc2O[C@H]1CN(C)C(=O)Cc1ccncc1	-8	/
COc1ccc([N+](=O)[O-])cc1NC(=O)C1(c2ccc(OC)c(OC)c2)CCCCC1	/	0.0
COc1ccccc1NC(=O)N(C)C[C@@H]1OCc2cn(nn2)CCCC(=O)N([C@H](C)CO)C[C@H]1C	7	/
CN(CCO)c1ccc(/C=N/NC(=O)c2ccc(C(=O)NO)cc2)cc1	0	/
C[C@@H]1CN([C@@H](C)CO)S(=O)(=O)c2ccc(/C=C/c3ccccc3)cc2O[C@H]1CN(C)Cc1cncnc1	/	0.0
CO[C@H]1CN(C)C(=O)c2ccc(NS(=O)(=O)c3ccccc3)cc2OC[C@H](C)N(Cc2ccccn2)C[C@@H]1C	4	0.1

Ordered by formula weight (descending): 6 of the compounds above
SMILES	PRC2 inh	IDH1 R132H inh
C[C@H](CO)N1C[C@H](C)[C@H](CN(C)C(=O)Nc2ccc3c(c2)OCO3)Oc2c(NS(=O)(=O)c3ccc(F)cc3)cccc2C1=O	/	2.8
C[C@H]1CN([C@@H](C)CO)C(=O)Cc2cc(NS(=O)(=O)c3cn(C)cn3)ccc2O[C@H]1CN(C)C(=O)Nc1ccccc1	/	-1.7
C[C@@H]1CN([C@@H](C)CO)S(=O)(=O)c2ccc(/C=C/c3ccccc3)cc2O[C@H]1CN(C)Cc1cncnc1	/	0.0
COc1ccc([N+](=O)[O-])cc1NC(=O)C1(c2ccc(OC)c(OC)c2)CCCCC1	/	0.0
CN(CC(=O)Nc1ccccc1C#N)S(=O)(=O)c1ccc(Br)cc1	-4	-0.3
CN(CCO)c1ccc(/C=N/NC(=O)c2ccc(C(=O)NO)cc2)cc1	0	/

Carrying on:
SMILES	PRC2 inh	IDH1 R132H inh
COc1ccc(-c2cnc3c(c2)C(=O)N([C@H](C)CO)C[C@H](C)[C@H](CN(C)S(=O)(=O)c2cn(C)cn2)O3)cc1	/	-1.0
CO[C@@H]1CN(C)C(=O)c2cc(NC(=O)C3CCCCC3)ccc2OC[C@@H](C)NC[C@@H]1C	2	-0.2
C[C@H](CO)N1C[C@H](C)[C@@H](CN(C)Cc2ccncc2)Oc2ccc(NC(=O)C3CCCCC3)cc2C1=O	-2	3.8
O=C(CCN1C(=O)c2ccccc2S1(=O)=O)Nc1ccc(Oc2ccccc2)cc1	18	1.3
Cc1cc(=O)[nH]c(SCC(=O)N2CCC(C(N)=O)CC2)n1	-12	0.1
C[C@@H]1CN([C@@H](C)CO)C(=O)c2cc(NC(=O)c3ccccc3)ccc2O[C@@H](C)CCCCO[C@H]1CN(C)Cc1ccc(C(F)(F)F)cc1	/	-1.1
C[C@H](CO)N1C[C@H](C)[C@H](CN(C)CC2CC2)Oc2ccc(NC(=O)Nc3cccc4ccccc34)cc2CC1=O	/	-2.7
COc1ccc(S(=O)(=O)N(C)C[C@H]2Oc3ccc(NC(=O)NC4CCCCC4)cc3CC(=O)N([C@@H](C)CO)C[C@@H]2C)cc1	/	-3.8
Cc1ccc(NC(=O)CC2NCCNC2=O)cc1 (centres undefined)	10	0.1
CO[C@H]1CN(C)C(=O)c2cc(NS(C)(=O)=O)ccc2OC[C@H](C)N(C(=O)C2CCCC2)C[C@@H]1C	4	0.0
C[C@@H]1CN([C@H](C)CO)C(=O)c2cc(NC(=O)C3CC3)ccc2O[C@@H]1CN(C)Cc1ccc(Cl)c(Cl)c1	/	-0.7
CCC(=O)Nc1ccc2c(c1)C(=O)N(C)C[C@@H](OC)[C@@H](C)CN(CC1CCOCC1)[C@@H](C)CO2	15	/
CO[C@@H]1CN(C)C(=O)c2cc(NC(=O)Nc3cccc(Cl)c3)ccc2OC[C@@H](C)N(C)C[C@@H]1C	-12	-0.2
C/C=C/c1cnc2c(c1)C(=O)N([C@@H](C)CO)C[C@H](C)[C@@H](CN(C)C(=O)Cc1ccccc1)O2	24	-2.1
CC1(C)Cc2c(sc3c2c(=O)n(Cc2ccccc2)c2nnc(SCC(=O)c4ccc(Br)cc4)n32)CO1	/	-1.1
C[C@@H](NC(=O)N(C)C[C@@H]1OCc2ccccc2-c2c(n(C)c3ccccc23)C(=O)N([C@@H](C)CO)C[C@@H]1C)c1ccccc1	-20	-0.3
C[C@@H]1CN([C@@H](C)CO)C(=O)Cc2cc(NC(=O)Cn3cnnn3)ccc2O[C@H]1CN(C)S(C)(=O)=O	/	4.6
C[C@H]1CN([C@@H](C)CO)C(=O)c2cc(/C=C/c3ccccc3)cnc2O[C@@H]1CN(C)C(=O)C1CCCCC1	-20	/
CO[C@H]1CN(C)C(=O)c2cc(NS(C)(=O)=O)ccc2OC[C@@H](C)N(Cc2cccnc2)C[C@H]1C	-2	0.3
CCN(CC(=O)Nc1ccc(C(N)=O)cc1)S(=O)(=O)c1ccc(Br)cc1	-11	0.1

2 of these compounds, set out differently.
| SMILES | PRC2 inh | IDH1 R132H inh |
| --- | --- | --- |
| C/C=C/c1cnc2c(c1)C(=O)N([C@@H](C)CO)C[C@H](C)[C@@H](CN(C)C(=O)Cc1ccccc1)O2 | 24 | -2.1 |
| CC1(C)Cc2c(sc3c2c(=O)n(Cc2ccccc2)c2nnc(SCC(=O)c4ccc(Br)cc4)n32)CO1 | / | -1.1 |

Continuation.
SMILES	PRC2 inh	IDH1 R132H inh
COCC(=O)N(C)C[C@H]1Oc2cc(-c3ccncc3)ccc2S(=O)(=O)N([C@H](C)CO)C[C@@H]1C	2	-0.6
C[C@@H](NC(=O)C[C@@H]1C=C[C@H](NC(=O)Nc2ccc3c(c2)OCO3)[C@H](CO)O1)c1ccccc1	3	0.1
O=C(C[C@H]1CC[C@H](NC(=O)Nc2ccccc2F)[C@@H](CO)O1)NCc1ccc(Cl)cc1	11	-0.4
CO[C@H]1CN(C)C(=O)c2cc(NC(=O)Nc3ccccc3)ccc2OC[C@@H](C)N(C(=O)CN(C)C)C[C@H]1C	1	-0.3
COc1cccc(S(=O)(=O)Nc2ccc3c(c2)[C@@H]2C[C@H](CC(=O)N4CCCCC4)O[C@@H](CO)[C@@H]2O3)c1	-1	-3.6
C[C@H](CO)N1C[C@H](C)[C@@H](CN(C)Cc2ccc3c(c2)OCO3)OCCCC[C@H](C)Oc2ccc(NS(C)(=O)=O)cc2C1=O	3	-3.5
COc1ccc(S(=O)(=O)N(C)CC(=O)Nc2ccc(C(F)(F)F)cc2)cc1Cl	-2	-0.1
COc1ccc(S(=O)(=O)N(C)C[C@H]2Oc3ccc(NC(=O)C4CC4)cc3CC(=O)N([C@@H](C)CO)C[C@@H]2C)cc1	/	-5.6
C[C@@H]1CN([C@@H](C)CO)C(=O)c2cc(NC(=O)c3ccccc3)ccc2O[C@@H](C)CCCCO[C@H]1CN(C)S(=O)(=O)c1cccs1	/	1.8
C[C@H](CO)N1C[C@H](C)[C@H](CN(C)Cc2ccccc2)Oc2ncc(-c3cccc(C(F)(F)F)c3)cc2C1=O	-2	-0.8
COc1cccc(NC(=O)N(C)C[C@H]2OCc3cn(nn3)CCCC(=O)N([C@H](C)CO)C[C@H]2C)c1	2	2.6
O=C(CN1CCOCC1)N[C@H]1CC[C@@H](CCNS(=O)(=O)c2ccccc2F)O[C@H]1CO	1	-0.4
COc1cccc(CNC(=O)C[C@H]2CC[C@@H](NS(=O)(=O)c3ccccc3OC)[C@H](CO)O2)c1	7	0.4
CNC[C@@H]1Oc2ccc(NS(C)(=O)=O)cc2CC(=O)N([C@H](C)CO)C[C@@H]1C	1	-0.4
COc1ccc(CN(C)C[C@@H]2Oc3ccc(NS(=O)(=O)c4cccs4)cc3CC(=O)N([C@@H](C)CO)C[C@@H]2C)cc1	/	0.0
CO[C@@H](CN(C)C(=O)c1ccccc1F)[C@H](C)CN([C@@H](C)CO)S(=O)(=O)c1ccccc1	-12	-0.3
COCC(=O)Nc1ccc2c(c1)[C@H]1C[C@H](CC(=O)NCc3ccc4c(c3)OCO4)O[C@@H](CO)[C@H]1O2	-1	-0.3
Cc1ccccc1S(=O)(=O)N[C@@H]1CC[C@@H](CCn2cc(-c3ccccc3)nn2)O[C@H]1CO	40	-0.7
CC(=O)NCCc1c(Cc2ccccc2)[nH]c2ccccc12	-3	-0.3
C[C@@H]1CN([C@H](C)CO)C(=O)c2cc(NC(=O)Nc3cccc4ccccc34)ccc2O[C@H]1CN(C)C(=O)NC1CCCCC1	-3	-4.5
C[C@@H]1CN([C@H](C)CO)C(=O)c2cccc(NC(=O)Nc3cccc4ccccc34)c2O[C@H]1CN(C)C(=O)NC1CCCCC1	-26	0.0
COC(=O)C[C@@H]1C[C@H]2c3cc(NC(=O)Nc4ccc(F)cc4)ccc3O[C@H]2[C@@H](CO)O1	3	0.3
COc1ccc(NC(=O)N(C)C[C@@H]2OCCCC[C@@H](C)Oc3ccc(NC(=O)Nc4ccc(C(F)(F)F)cc4)cc3C(=O)N([C@@H](C)CO)C[C@@H]2C)cc1	/	1.1
C[C@@H]1CN([C@@H](C)CO)S(=O)(=O)c2ccc(C3=CCCCC3)cc2O[C@H]1CN(C)CC1CC1	17	-1.1
COCC(=O)Nc1ccc2c(c1)OC[C@H](C)N(Cc1cncnc1)C[C@@H](C)[C@@H](OC)CN(C)C2=O	11	0.5
O=C(C[C@@H]1CC[C@@H](NS(=O)(=O)c2ccc(F)cc2)[C@@H](CO)O1)NCCN1CCCCC1	-3	-0.1
C[C@@H]1CN([C@@H](C)CO)C(=O)Cc2cc(NC(=O)C3CCCCC3)ccc2O[C@H]1CN(C)Cc1ccc(C(=O)Nc2ccccc2N)cc1	/	0.3
CC(C)C#Cc1ccc2c(c1)O[C@H](CN(C)C(=O)c1ccccn1)[C@H](C)CN([C@@H](C)CO)S2(=O)=O	-2	1.4
CN1CCN(C(=O)C[C@H]2C=C[C@H](NC(=O)Nc3ccccc3F)[C@@H](CO)O2)CC1	9	-1.0
COc1ccc(S(=O)(=O)Nc2ccc3c(c2)CC(=O)N([C@@H](C)CO)C[C@@H](C)[C@H](CN(C)C(=O)Nc2c(C)noc2C)O3)cc1	/	-1.6
O=C(Nc1ccc2c(c1)OCO2)N[C@H]1CC[C@@H](CCNC(=O)C2CCC2)O[C@H]1CO	-4	-0.1
CC(=O)Nc1ccccc1NC(=O)COc1ccc(C(C)(C)C)cc1Br	2	-0.9
COc1ccccc1NC(=O)CCc1nc(-c2ccc(Cl)cc2)no1	23	-0.5
Cc1ccc(C(C)C)c(OCC(=O)Nc2cccc3nsnc23)c1	-1	0.1
CO[C@H]1CN(C)C(=O)c2ccc(NC(C)=O)cc2OC[C@@H](C)N(CC2CC2)C[C@@H]1C	-2	0.1
Cc1ccc(S(=O)(=O)NC(C)C(=O)Nc2ccc3c(c2)OCCO3)cc1 (centres undefined)	-22	0.6
C[C@H](CO)N1C[C@H](C)[C@@H](CN(C)C(=O)Cc2ccccc2)OCc2cn(nn2)CCCC1=O	/	1.0
CCOC(=O)c1cc(NC(=O)CN2C(=O)COc3ccc(Cl)cc32)ccc1Cl	4	-0.2
COc1ccccc1-c1ccc2c(c1)O[C@H](CN(C)C(=O)Nc1ccccc1)[C@@H](C)CN([C@H](C)CO)S2(=O)=O	/	0.3
Cc1noc(C)c1NC(=O)Nc1ccc2c(c1)CC(=O)N([C@@H](C)CO)C[C@@H](C)[C@H](CN(C)S(=O)(=O)c1cn(C)cn1)O2	/	-1.8
Cc1noc(C)c1C(=O)N(C)C[C@@H]1OCc2ccccc2-c2ccccc2C(=O)N([C@@H](C)CO)C[C@H]1C	2	/
C[C@@H]1CN([C@@H](C)CO)S(=O)(=O)c2ccc(-c3ccncc3)cc2O[C@H]1CN(C)S(C)(=O)=O	35	/
C[C@@H]1CN([C@@H](C)CO)C(=O)Cc2cc(NC(=O)CCCN(C)C)ccc2O[C@@H]1CN(C)S(=O)(=O)c1cccs1	/	0.8
C[C@@H]1CN([C@H](C)CO)C(=O)c2cc(C#CC3(O)CCCC3)cnc2O[C@H]1CN(C)C(=O)C1CC1	-6	/
CC(=O)N[C@H]1CC[C@H](CCNC(=O)Nc2ccc(C(F)(F)F)cc2)O[C@@H]1CO	4	0.2
COc1cccc(-c2cnc3c(c2)C(=O)N([C@@H](C)CO)C[C@@H](C)[C@@H](CN(C)C(=O)Nc2ccccc2F)O3)c1	-11	/
CC(C)CC#Cc1ccc2c(c1)O[C@H](CN(C)C(=O)C1CCCCC1)[C@@H](C)CN([C@@H](C)CO)S2(=O)=O	-2	/
O=C(O)C1CC=CCC1C(=O)Nc1ccc(Cc2ccncc2)cc1 (centres undefined)	?	-0.1
C[C@@H]1CCCCO[C@@H](CN(C)S(=O)(=O)c2ccc(Cl)cc2)[C@H](C)CN([C@@H](C)CO)C(=O)c2cc(NC(=O)Cc3ccccc3)ccc2O1	/	-0.4
O=C(Cc1ccncc1)NCC[C@@H]1CC[C@@H](NC(=O)Nc2ccc(F)cc2)[C@H](CO)O1	-5	0.2
C[C@@H]1CN([C@H](C)CO)C(=O)c2cc(C#Cc3ccccc3F)cnc2O[C@@H]1CN(C)C(=O)Cc1ccccc1	-7	/
